HEK293 cAMP cs – parental HEK293 cAMP activation (counter-screen) | Potency, µM (highest dose often 57.1 µM), without a hit: at the highest dose activation, most hits filed as activators | parental HEK293 CNG cAMP sensor, membrane potential fluorescence | AID 938 | 2.5% of 73,000 active; further: potency means the concentration at half of the fitted maximal effect; % of control where 0% means no effect; nearly all actives have a fitted effect of over 55% in size
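Parental HEK 293 cells stably expressing a modified CNG channel (no TSHR) report cAMP rise as membrane depolarization. Membrane potential dye with 100 uM RO 20-1724 was loaded for 60 min at room temperature, then compound added for 30 min; fluorescence read at 590 nm.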
Luciferase inh – inhibitors of firefly luciferase; P08659; purified firefly luciferase, luminescence, 8 min; Potency, µM (titrated, usually from 57.1 µM), inactives show top-dose activity change, negative = inhibition, most hits filed as inhibitors; 2.2% of 72,000 active; further: potency means the concentration at half of the fitted maximal effect; on the % scale 0 is the no-effect control and ±100 the full control effect; nearly all actives have a fitted effect of over 40% in size
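Here, luciferase activity is measured as luminescence following an 8 min room-temperature reaction at 10 uM ATP, pH 7.2. Every library sample is titrated.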
Caspase-1 inhib – blocks human caspase-1 allosterically or competitively | Caspase-1 enzyme, Ac-WEHD-AFC fluorogenic rate | P29466 | Potency, µM (top dose mostly 57.5 µM), inactives show at the top dose activity change, negative = inhibition, actives largely listed as inhibitors | AID 900 | 0.03% of 75,000 active;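 further: potency means the concentration at half of the fitted maximal effect; plate controls were vehicle for no effect and no substrate for full effect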
Tau fil binding – binders of human tau filaments. recombinant tau filaments, thioflavin S fluorescence, 15 h; filaments grown with octadecylsulfate alongside compound. Potency, µM (highest dose often 57.1 µM), for inactives: at the highest dose activity change, negative = inhibition. 2% of 71,000 active. AID 596;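 further: potency means the concentration at half of the fitted maximal effect; on the % scale 0 is the no-effect control and ±100 the full control effect; actives lower thioflavin S fluorescence by blocking filaments or displacing dye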
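Recombinant tau protein (human, 1 uM final) plus 30 uM ODS in HEPES pH 7.4 with NaCl, DTT and thioflavine S. Compound present from the start; fluorescence at 510 nm after 15 h, 37 C.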
Caspase-7 inhib – allosteric or competitive inhibitors of human caspase-7; P55210; recombinant caspase-7, Ac-DEVD-AFC fluorescence rate; Potency, µM (top dose mostly 57.5 µM), inactives show at the highest dose activity change, negative = inhibition, hits mostly inhibitors; 0.02% of 75,000 active; AID 889; active means well fitted inhibition curve with a large enough effect in the main read-out, with a control signal flat, not every such curve was filed as active; inconclusive means small, poorly fitted or top-dose-only effect, or a change in a side signal; further: potency means the concentration at half of the fitted maximal effect; % of control where 0% means no effect
BRCT inh red – BRCT-phosphoprotein interaction inhibition (red fluorophore); Potency, µM (series often up to 76.9 µM), for the others: top-dose activity change, negative = inhibition, usual class: inhibitors; 0.03% of 75,000 active; P38398; BRCT-phosphopeptide binding, red fluorescence polarization; further: on the % scale 0 is the no-effect control and ±100 the full control effect
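Fluorescence polarization: 100 nM His-tagged BRCA1 BRCT with 100 nM TAMRA-labelled phospho-BACH1 decapeptide, phosphate buffer pH 7.3 with 150 mM NaCl, DTT, 0.01% Tween 20; 12 min RT. Binding inhibition seen as FP decrease.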
BRCT inh green – BRCA1 BRCT-phosphoprotein interaction inhibition; 0.05% of 75,000 active; Potency, µM (doses to about 76.9 µM), inactives show at the highest dose activity change, negative = inhibition, usual class: inhibitors; P38398; BRCA1 BRCT-phosphopeptide binding, green fluorescence polarization;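 further: potency means the concentration at half of the fitted maximal effect; plate controls were peptide without protein for full effect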
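Fluorescence polarization: His-tagged BRCT (~35 kDa BRCA1 C-terminus, 250 nM) bound to 100 nM fluorescein-labeled phosphorylated 10-aa BACH1 peptide, pH 7.3 phosphate buffer with DTT and Tween 20. Compounds incubated 12 min at room temperature; inhibition read as lowered polarization.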
ERK AVP block – vasopressin-driven ERK pathway inhibition | HEK293-V1b, vasopressin-stimulated pERK AlphaScreen | Potency, µM (highest dose often 57.5 µM), for inactives: at the highest dose activity, negative = inhibition, usual class: inhibitors | 0.99% of 72,000 active | AID 995; further: potency means the concentration at half of the fitted maximal effect; on the % scale 0 is the no-effect control and ±100 the full control effect; nearly all actives have a fitted effect of over 55% in size
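Overnight-seeded V1b-HEK293 cells in 1% FBS got compound, then vasopressin (25 nM final, 5 min, 37C), then lysis buffer. AlphaScreen detection of phospho-ERK; activity normalized to basal and full-stimulation controls.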
A350 autofl – A350 region autofluorescence; Compound autofluorescence, 340/450 nm, Alexa 350 dye-equivalents; active compounds read high; max dye-equivalent concentration, M; 11% of 59,000 active; AID 590; in the data active means max dye-equivalent concentration above about 10 nM; inconclusive means mostly about 1.1 nM to 9.6 nM
USP2a inh – inhibitors of human ubiquitin-specific protease USP2a; 0.1% of 60,000 active; Potency, µM (doses to about 38.3 µM), for the others: at the top dose activity change, negative = inhibition, hits mostly inhibitors; USP2a enzymatic assay, qHTS inhibition; O75604;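 further: potency means the concentration at half of the fitted maximal effect; nearly all actives have a fitted effect of over 60% in size; plate controls were DMSO for no effect and NEM full inhibition control for full effect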
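USP2 core (20 nM final) was preincubated with compound for 30 min at RT in 20 mM Tris-HCl pH 8.0, 2 mM CaCl2, 2 mM beta-mercaptoethanol; Ub-PLA2 (20 nM) plus NBD C6-HPC (20 uM) then added, fluorescence read after 2.5 h.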
CRE Fsk mod – alters forskolin-stimulated CRE reporter signaling in CHO cells. Potency, µM (titrated, usually from 38.2 µM), for the others: top-dose activity change, negative = inhibition, actives largely listed as activators. 2.5% of 71,000 active. AID 662. CHO CRE-bla reporter (cAMP response element driving beta-lactamase), forskolin EC10, beta-lactamase ratio; active means well fitted activation curve with a large enough effect in the signal ratio, with a control signal flat, not every such curve was filed as active; inconclusive means small, poorly fitted or top-dose-only effect, or effect the other way, or a change in a side signal; the % refers to the signal ratio; further: potency means the concentration at half of the fitted maximal effect; % of control where 0% means no effect
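Titrated compounds plus EC10 NKH 477 on CHO CRE-bla cells, 3 h, 37 °C. CCF4, 2 h RT. Ratio 460/530 nm → AC50.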
* hit, by the source's call; [ ] = another dose, or the depositor's remark. Unless noted, the call rests on the fitted dose curve; in most records, active means well fitted curve in the direction sought with a large enough effect; inconclusive means small, poorly fitted or top-dose-only effect, or another doubt; inactive means no such curve, though single readings can be large; an effect the other way counts as inactive or inconclusive.

CN(Cc1ccco1)c1cc(-c2ccccc2C(F)(F)F)ncn1 was read as HEK293 cAMP cs 22%, Luciferase inh 1%[2.29 µM], Caspase-1 inhib -3%, Tau fil binding 7%, Caspase-7 inhib -3%, BRCT inh red -1.1%, BRCT inh green 5.5%, ERK AVP block -5%, A350 autofl inactive, USP2a inh 152%[activator] and CRE Fsk mod -8%.
For N#Cc1nc(-c2ccco2)oc1NCCCn1ccnc1 the results were HEK293 cAMP cs 7%, Luciferase inh -2%, Caspase-1 inhib -5%, Tau fil binding -7%, Caspase-7 inhib -4%, BRCT inh red 0.6%, BRCT inh green -0.7%, ERK AVP block -8%, A350 autofl inconclusive, USP2a inh 1% and CRE Fsk mod 24%.
`Clc1ccccc1CSc1nnc(-c2ccccn2)n1Cc1ccco1` gave HEK293 cAMP cs 3%, Luciferase inh 5%, Caspase-1 inhib 2%, Tau fil binding 11%, Caspase-7 inhib -6%, BRCT inh red -1.0%, BRCT inh green -0.7%, ERK AVP block inconclusive, A350 autofl inactive, USP2a inh 37%[activator] and CRE Fsk mod -11%.
`CCCc1cc(N2CCCC2)n2nc(C)c(-c3ccccc3)c2n1` gave HEK293 cAMP cs inconclusive, Luciferase inh 1%, Caspase-1 inhib -2%, Tau fil binding -2%, Caspase-7 inhib -1%, BRCT inh red -1.4%, BRCT inh green -1.2%, ERK AVP block 142%[activator], A350 autofl 5.9e-07M*, USP2a inh -13% and CRE Fsk mod inconclusive.
Screening CCN(CC)C(=O)COC(=O)c1ccc(O)cc1 returned HEK293 cAMP cs -2%, Luciferase inh -1%, Caspase-1 inhib 0%, Tau fil binding -4%, Caspase-7 inhib 1%, BRCT inh red 0.6%, BRCT inh green -2.7%, ERK AVP block -5%, USP2a inh 16% and CRE Fsk mod -8%.
Screening C=CCn1c(SCC(=O)Nc2ccc3c(c2)OCO3)nnc1-c1ccccc1 returned HEK293 cAMP cs 21%, Luciferase inh -3%, Caspase-1 inhib -2%, Tau fil binding -5%, Caspase-7 inhib -2%, BRCT inh red -0.5%, BRCT inh green -2.3%, ERK AVP block 2%, A350 autofl inactive, USP2a inh 17% and CRE Fsk mod -15%.
`O=C(Nc1ccccc1)N1CC2(CCN(C(=O)c3ccco3)CC2)C1` gave HEK293 cAMP cs inconclusive, Luciferase inh 1%[11.4 µM], Caspase-1 inhib -1%, Tau fil binding -3%, Caspase-7 inhib 2%, BRCT inh red -0.6%, BRCT inh green 0.4%, ERK AVP block 12%, A350 autofl inactive, USP2a inh -10% and CRE Fsk mod 2%.
CC(C)(C)Nc1nc(Oc2ccc(=O)n(-c3ccccc3)n2)nc(N2CCOCC2)n1 was read as HEK293 cAMP cs 11%, Luciferase inh 1%, Caspase-1 inhib 0%, Tau fil binding -7%, Caspase-7 inhib -1%, BRCT inh red -1.4%, BRCT inh green -12%, ERK AVP block inconclusive, A350 autofl inactive, USP2a inh 14% and CRE Fsk mod inconclusive.
Screening CCOC(=O)N1CCN(C(=O)Cn2ccc3ccccc3c2=O)CC1 returned HEK293 cAMP cs -3%, Luciferase inh -1%, Caspase-1 inhib -3%, Tau fil binding -12%, Caspase-7 inhib -1%, BRCT inh red -0.7%, BRCT inh green -1.7%, ERK AVP block 4%, A350 autofl inactive, USP2a inh -9% and CRE Fsk mod -13%.
CSc1cccc(NC(=O)C2CCN(S(=O)(=O)c3ccc(F)cc3)CC2)c1 was read as HEK293 cAMP cs 17%, Luciferase inh 2%, Caspase-1 inhib -4%, Tau fil binding 10%, Caspase-7 inhib -2%, BRCT inh red 2.2%, BRCT inh green 3.0%, ERK AVP block -18%, USP2a inh 20% and CRE Fsk mod inconclusive.

Fetched by compound from above, 2 records:
Screening C=CCn1c(SCC(=O)Nc2ccc3c(c2)OCO3)nnc1-c1ccccc1 returned HEK293 cAMP cs 21%, Luciferase inh -3%, Caspase-1 inhib -2%, Tau fil binding -5%, Caspase-7 inhib -2%, BRCT inh red -0.5%, BRCT inh green -2.3%, ERK AVP block 2%, A350 autofl inactive, USP2a inh 17% and CRE Fsk mod -15%.
Screening CCN(CC)C(=O)COC(=O)c1ccc(O)cc1 returned HEK293 cAMP cs -2%, Luciferase inh -1%, Caspase-1 inhib 0%, Tau fil binding -4%, Caspase-7 inhib 1%, BRCT inh red 0.6%, BRCT inh green -2.7%, ERK AVP block -5%, USP2a inh 16% and CRE Fsk mod -8%.

(next part)
`COc1ccc(Br)cc1CNc1ccc(O)cc1` gave HEK293 cAMP cs -13%, Luciferase inh -3%, Caspase-1 inhib inconclusive, Tau fil binding 32µM*, Caspase-7 inhib -22%, BRCT inh red -7.6%, BRCT inh green -1.6%, ERK AVP block -15%, A350 autofl inactive, USP2a inh 47%[activator] and CRE Fsk mod -12%.
`O=C(CCCn1c(=O)c2ccccc2n(Cc2ccccc2)c1=O)NCc1ccco1` gave HEK293 cAMP cs 21%, Luciferase inh 3%, Caspase-1 inhib 0%, Tau fil binding -5%, Caspase-7 inhib -1%, BRCT inh red 0.7%, BRCT inh green -1.0%, ERK AVP block -10%, A350 autofl inactive, USP2a inh 0% and CRE Fsk mod inconclusive.
Screening Cn1c(=O)[nH]c(=O)c2c1nc(CN1CCN(c3cccc(Cl)c3)CC1)n2CCc1ccccc1 returned HEK293 cAMP cs inconclusive, Luciferase inh 1%, Caspase-1 inhib -5%, Tau fil binding -4%, Caspase-7 inhib -1%, BRCT inh red -0.6%, BRCT inh green 0.9%, ERK AVP block 9%, A350 autofl inactive, USP2a inh 40%[activator] and CRE Fsk mod 13µM*.
Screening O=c1oc2c3c4c(cc2s1)CCCN4CCC3 returned HEK293 cAMP cs -5%, Luciferase inh 0%, Caspase-1 inhib -3%, Tau fil binding 25µM*, Caspase-7 inhib -14%, BRCT inh red -0.9%, BRCT inh green -2.9%, ERK AVP block inconclusive, USP2a inh 32%[activator] and CRE Fsk mod 3%.
CCOC(=O)Cc1c(C)nc2cc(-c3ccc(C)cc3)[nH]n2c1=O was read as HEK293 cAMP cs -12%, Luciferase inh -3%, Caspase-1 inhib 0%, Tau fil binding 13%, Caspase-7 inhib 0%, BRCT inh red -0.8%, BRCT inh green 0.6%, ERK AVP block -25%, A350 autofl inactive, USP2a inh 18% and CRE Fsk mod -5%.
CCCn1nnc(NC(=O)c2cccc(OCC)c2)n1 was read as HEK293 cAMP cs inconclusive, Luciferase inh -12%, Caspase-1 inhib 1%, Tau fil binding 5%, Caspase-7 inhib -1%, BRCT inh red -3.3%, BRCT inh green 1.8%, ERK AVP block -9%, A350 autofl inactive, USP2a inh 3% and CRE Fsk mod 5%.
For O=C1CC(N2CCC(c3nc4ccccc4s3)CC2)C(=O)N1 (stereo unspecified) the results were HEK293 cAMP cs 2%, Luciferase inh 1%, Caspase-1 inhib 3%, Tau fil binding 4%, Caspase-7 inhib 1%, BRCT inh red 0.0%, BRCT inh green -1.0%, ERK AVP block -16%, A350 autofl inconclusive, USP2a inh -1% and CRE Fsk mod 4%.
COC(=O)c1ccc2c(=O)n(CCCN3CCOCC3)c(=S)[nH]c2c1 was read as HEK293 cAMP cs 0%, Luciferase inh 0%, Caspase-1 inhib -1%, Tau fil binding 4%, Caspase-7 inhib 0%, BRCT inh red -2.2%, BRCT inh green -2.5%, ERK AVP block -15%, A350 autofl inactive, USP2a inh 2% and CRE Fsk mod 10%.
For O=C(O)c1n[nH]c2ccccc12 the results were HEK293 cAMP cs 4%, Luciferase inh -1%, Caspase-1 inhib -3%, Tau fil binding -8%, Caspase-7 inhib -1%, BRCT inh red 0.9%, BRCT inh green -1.2%, ERK AVP block 13%, A350 autofl inactive, USP2a inh 1% and CRE Fsk mod -14%.
Screening O=C(NCC1CCCO1)C1CCN(S(=O)(=O)c2cccc3cccnc23)CC1 (stereo unspecified) returned HEK293 cAMP cs 2%, Luciferase inh -4%, Caspase-1 inhib -3%, Tau fil binding 9%, Caspase-7 inhib 0%, BRCT inh red -2.4%, BRCT inh green 1.0%, ERK AVP block -14% and CRE Fsk mod -12%.
`COc1cc(OC)cc(-c2cc3nc4c(c(N5CCN(c6ncccn6)CC5)n3n2)CCCC4)c1` gave HEK293 cAMP cs 15%, Luciferase inh -6%, Caspase-1 inhib -2%, Tau fil binding 23%, Caspase-7 inhib -1%, BRCT inh red 0.1%, BRCT inh green -0.1%, ERK AVP block 5%, A350 autofl 1.7e-07M*, USP2a inh 16% and CRE Fsk mod 3.2µM*.
Screening Cc1cc(C)c(S(=O)(=O)NCCC2CCCN2C)c(C)c1 (stereo unspecified) returned HEK293 cAMP cs 26%, Luciferase inh 2%, Caspase-1 inhib 2%, Tau fil binding -4%, Caspase-7 inhib -1%, BRCT inh red 0.0%, BRCT inh green -4.7%, ERK AVP block 17%, A350 autofl inactive, USP2a inh 4% and CRE Fsk mod -8%.

Source: PubChem BioAssay
